Screening data from PubChem.
GLP1R ag: activates the human GLP-1 receptor; actives 0.007% (n = 380,000); HEK293 GLP-1R CRE-luciferase, luminescence, 4-6 h; cells express a hypersensitive GLP-1R form; AID 624172; Potency, µM (top dose mostly 45.6 µM), for inactives: at the top dose activation, usual class: activators; also: % of control where 0% means no effect
Target sequence (P43220 whole entry, looked up): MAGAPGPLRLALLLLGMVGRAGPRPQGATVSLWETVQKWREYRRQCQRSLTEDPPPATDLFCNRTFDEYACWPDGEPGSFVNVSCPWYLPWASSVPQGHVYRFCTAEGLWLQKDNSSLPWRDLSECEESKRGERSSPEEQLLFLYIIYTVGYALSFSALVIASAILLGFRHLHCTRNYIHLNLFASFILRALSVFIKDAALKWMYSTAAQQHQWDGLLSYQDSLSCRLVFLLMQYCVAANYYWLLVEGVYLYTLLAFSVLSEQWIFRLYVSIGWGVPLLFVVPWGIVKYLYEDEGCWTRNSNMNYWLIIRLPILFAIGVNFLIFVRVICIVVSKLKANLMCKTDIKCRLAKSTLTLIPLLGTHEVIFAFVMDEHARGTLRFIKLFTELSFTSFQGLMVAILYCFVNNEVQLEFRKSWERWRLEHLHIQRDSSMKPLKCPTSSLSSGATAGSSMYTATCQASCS
HT1080-NT tox: kills 2HG-producing HT-1080-NT fibrosarcoma cells; Potency, µM (titrated, usually from 46.1 µM), without a hit: at the top dose activity, negative = less viability, hits mostly cytotoxic; actives 1.6% (n = 360,000); AID 686970; HT-1080-NT fibrosarcoma viability, CellTiter-Glo ATP luminescence, 48 h;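 also: NT is the 2HG producing partner of a matched IDH1 knockdown line; 0% = DMSO-treated cells and -100% = media-only wells without cells; nearly all actives have a fitted effect of over 55% in size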
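Toxicity toward the 2HG-producing NT line was scored as %Activity, normalised to DMSO and no-cell wells, from CellTiter-Glo luminescence after 48 hours' treatment.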
HEK293 tox: cytotoxic in the GLP-1 receptor inverse agonist counter-screen; actives 0.13% (n = 410,000); HEK293 cAMP-luciferase reporter cells, luminescence, 24 h; Potency, µM (titrated, usually from 38.3 µM), inactives show top-dose activity change, negative = inhibition, actives largely listed as inhibitors;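 also: loss of luciferase light is scored as toxicity; % is scaled to controls: 0 for no effect and ±100 for the full control effect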
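MLSMR compounds, 24 hr on cells at 37 deg C/5% CO2; luminescence after luciferase reagent (12 min RT). Inhibition counted as the undesired cytotoxic outcome.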
TDP43 rescue: TDP-43 toxicity inhibition in yeast; TDP-43 expressing yeast growth rescue, BacTiter-Glo, 24 h; Potency, µM (titrated, usually from 46.1 µM), without a hit: top-dose growth rescue (activation), actives largely listed as activators; actives 1.8% (n = 410,000); AID 652104; also: % of control where 0% means no effect; nearly all actives have a fitted effect of over 50% in size
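Luminescence from BacTiter-Glo reports growth of TDP-43-expressing yeast after 24 hr at 30 deg C with compound. Cells were raffinose-pregrown to mid-log, then seeded in galactose medium at OD600=0.02.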
KB-V1 cytotox: kills drug-selected multidrug resistant KB-V1 cells. KB-V1 MDR cells viability, CellTiter-Glo, 72 h. Potency, µM (top dose mostly 46.1 µM), for inactives: at the top dose activity change, negative = cytotoxicity, hits mostly cytotoxic. actives 3.4% (n = 400,000). AID 1347076; also: % is scaled to controls: 0 for no effect and ±100 for the full control effect; nearly all actives have a fitted effect of over 60% in size
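KB-V1 MDR subline cells in DMEM (phenol-red free, 10% FBS) exposed to compounds in qHTS concentration series for 72 h at 37 degrees C. Viability read by CellTiter-Glo luminescence; concentration-effect curves fitted after normalization and correction.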
GLP1R inv ag: GLP-1 receptor (human) inverse agonism; P43220; HEK293 GLP-1R CRE-luciferase, luminescence, 24 h; GLP-1R form is constitutively active; Potency, µM (doses to about 38.3 µM), for inactives: at the top dose activity change, negative = inhibition, actives largely listed as inhibitors; actives 1.6% (n = 410,000); AID 624417; also: % is scaled to controls: 0 for no effect and ±100 for the full control effect; nearly all actives have a fitted effect of over 55% in size
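qHTS in 1536-well format: reporter HEK293 cells expressing constitutive GLP-1R activity in DMEM + 10% Nu serum, 24 hr with compounds at 37 deg C, luminescence read after 12 min with detection reagent.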
KB-3-1 tox: KB-3-1 parental cell cytotoxicity; KB-3-1 viability, CellTiter-Glo ATP luminescence, 72 h; Potency, µM (titrated, usually from 46.1 µM), for the others: at the top dose activity change, negative = cytotoxic, actives largely listed as cytotoxic; AID 1347075; actives 1.4% (n = 400,000); also: % is scaled to controls: 0 for no effect and ±100 for the full control effect; nearly all actives have a fitted effect of over 60% in size
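Using CellTiter-Glo luminescence, growth of non-resistant KB-3-1 adenocarcinoma cells is assessed 72 h after pin-tool compound addition at 37 °C. Normalized responses across the concentration series yield fitted curves.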
HT1080 IDH1KD tx: kills HT-1080 cells with IDH1 knockdown. HT-1080 IDH1 knockdown viability, ATP luminescence, 48 h. Potency, µM (highest dose often 46.1 µM), for inactives: at the top dose activity, negative = toxicity, actives largely listed as cytotoxic. actives 2% (n = 360,000). AID 686971;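 also: 0% = DMSO wells and -100% = cell-free medium wells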
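In this qHTS, HT-1080 cells depleted of IDH1 are exposed for 48 h at 37 °C to compound titrations. Toxicity is scored from CellTiter-Glo luminescence, with DMSO as full viability and medium alone as none.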
SW480 rerep: DNA re-replication induction in SW480 cells | SW480 DNA re-replication, Hoechst DNA content imaging, 48 h | Potency, µM (highest dose often 46.1 µM), for the others: top-dose re-replication activation, actives largely listed as activators | actives 1.8% (n = 340,000); also: % of control where 0% means no effect; nearly all actives have a fitted effect of over 55% in size
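Image-based read-out: total Hoechst fluorescence of nuclei (405 nm excitation, 500-530 nm emission), with hits raising the fraction of high-intensity nuclei. SW480 colon cells incubated 48 hr with compounds at 37 C.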
Starred values were filed as active, the others as inactive; u = inconclusive; x = no result given; & = joins results of further samples; [ ] = remark or other dose. Calls follow the shape of the dose curve; as a rule, active = well fitted curve in the direction sought with a large enough effect; inconclusive = small, poorly fitted or top-dose-only effect, or another doubt; inactive = no such curve, though single readings can be large; an effect the other way counts as inactive or inconclusive. Potency is read from the fitted curve at half-maximal effect.

SMILES | GLP1R ag | HT1080-NT tox | HEK293 tox | TDP43 rescue | KB-V1 cytotox | GLP1R inv ag | KB-3-1 tox | HT1080 IDH1KD tx | SW480 rerep
COc1ccc(/C=C/C(=O)c2cc(Br)ccc(=O)c2O)cc1 | 0% | -21% | u | -5% | 15µM* | -17% | u | -24% | u
CCCC1=Nc2cc(C(=O)NCCN3CCCC3)ccc2Sc2ccccc21 | -5% | u | -32% | -7% | -2% | u | -6% | u | u
Cc1ccc(NC(=O)CSc2nc(=O)n(Cc3cccnc3)c3c2CCC3)cc1F | x | x | -3% | 0% | 0% | 27% | 1% | x | x
Cc1cc2c(ncn2C)c(NS(=O)(=O)c2ccccc2Cl)c1C | -2% | 5% | 12% | 8% | u | -2% | 3% | 1% | 2%
COc1ccc(CNC(=O)CCCn2nc(C)c3c(C)n(-c4ccc(C)cc4)nc3c2=O)cc1OC | -1% | -11% | -11%&0% | -28%&18% | 8% | -27%&-16% | 2% | -5% | 3%
O=S(=O)(c1ccc(Cl)cc1)N1CCC(N2CCOCC2)CC1 | 1% | -17% | 4% | -14% | -19% | 0% | 1% | 5% | 1%
CSCCC(=O)N1CCC(n2nccc2NC(=O)CCc2ccccc2)CC1 | -8% | 0% | -4% | 0% | x | 4% | x | 2% | 0%
CC1Cc2nc(SCC(=O)NC3CCCCC3)n(C)c(=O)c2S1 (stereo not drawn) | 2% | 1% | u | -5% | u | 0% | 4% | 10% | -4%
CC(C)(C)NC(=O)c1oc2ccccc2c1NC(=O)c1ccc(F)cc1 | x | x | 0% | 8% | -11% | -1% | -1% | x | x
Cc1ccc(-c2noc(CCCC(=O)N3CCOCC3)n2)cc1 | -8% | -1% | -9% | 20% | -14% | 0% | 0% | 2% | 1%
O=C(COC(=O)C1=COCCO1)Nc1ccc([N+](=O)[O-])cc1C(F)(F)F | 11% | -1%[9.24 µM] | 6% | 25% | -9% | 4% | -2% | -1% | -10%
COc1ccc(Cl)cc1NC(=S)N1CCN(C(=O)C2CCCO2)CC1 (stereo not drawn) | -14% | 3% | -30% | 5% | 1% | 10% | -1% | 0% | -4%
CCOc1c(OC(C)=O)ccc(/C=C2\N=C(SCC)SC2=O)c1[N+](=O)[O-] | -7% | 15% | -17% | 15% | 11% | u | 4% | 7% | -12%
CCOC(=O)C1=CN(CC2CCCCC2)CCC1=O | 9% | 3% | 6% | u | 0% | 15% | 0% | 4% | -7%
N=C(N)SCc1nc2ccccc2c(=O)n1-c1ccccc1Cl | 2% | 19% | 1% | 18% | 23µM* | 1% | 1% | 11% | -4%
CCN(Cc1ccc2c(c1)OCO2)C(=O)CSc1ncnc2sccc12 | 26% | -13% | 4% | 0% | 0% | -31% | -20% | -7% | -13%
Cc1cc(C)cc(NCc2nnc3n2CCCCC3)c1 | -2% | x | -1% | 0% | 5% | 8% | 12% | x | x
S=C(NCc1ccco1)NCC1CCCO1 (stereo not drawn) | 18% | 25% | -7% | -26%[0.397 µM] | 0% | 23% | -1% | 21% | -2%
Cc1nc2ncnn2c(C)c1Cc1c(Cl)cccc1Cl | -5% | 3% | 5% | 0% | -27% | 5% | 7% | 5% | -5%
COC(=O)[C@H](NC(=O)c1cc([C@@H](NC(=O)OC(C)(C)C)C(C)C)sc1N)C(C)C | x | -13% | -1% | -17% | u | -9% | -16% | -14% | x

Ordered by count of non-hydrogen atoms (low to high): seven of the compounds above
SMILES | GLP1R ag | HT1080-NT tox | HEK293 tox | TDP43 rescue | KB-V1 cytotox | GLP1R inv ag | KB-3-1 tox | HT1080 IDH1KD tx | SW480 rerep
S=C(NCc1ccco1)NCC1CCCO1 (stereo not drawn) | 18% | 25% | -7% | -26%[0.397 µM] | 0% | 23% | -1% | 21% | -2%
O=S(=O)(c1ccc(Cl)cc1)N1CCC(N2CCOCC2)CC1 | 1% | -17% | 4% | -14% | -19% | 0% | 1% | 5% | 1%
Cc1cc2c(ncn2C)c(NS(=O)(=O)c2ccccc2Cl)c1C | -2% | 5% | 12% | 8% | u | -2% | 3% | 1% | 2%
CC(C)(C)NC(=O)c1oc2ccccc2c1NC(=O)c1ccc(F)cc1 | x | x | 0% | 8% | -11% | -1% | -1% | x | x
CSCCC(=O)N1CCC(n2nccc2NC(=O)CCc2ccccc2)CC1 | -8% | 0% | -4% | 0% | x | 4% | x | 2% | 0%
COC(=O)[C@H](NC(=O)c1cc([C@@H](NC(=O)OC(C)(C)C)C(C)C)sc1N)C(C)C | x | -13% | -1% | -17% | u | -9% | -16% | -14% | x
Cc1ccc(NC(=O)CSc2nc(=O)n(Cc3cccnc3)c3c2CCC3)cc1F | x | x | -3% | 0% | 0% | 27% | 1% | x | x

Further compounds follow:
SMILES | GLP1R ag | HT1080-NT tox | HEK293 tox | TDP43 rescue | KB-V1 cytotox | GLP1R inv ag | KB-3-1 tox | HT1080 IDH1KD tx | SW480 rerep
Cc1cc(=O)oc2cc(OC(C)C(=O)N3CCOCC3)c(Cl)cc12 (stereo not drawn) | -5% | 12% | -25% | 4% | -6% | -12% | 3% | 5% | x
O=[N+]([O-])c1cc(S(=O)(=O)N2CCCC2)ccc1NCCc1ccccc1 | 0% | 15% | -9% | 17% | -6% | 16% | 18% | 14% | 1%
CN1C(C(=O)NCc2ccc(OC(F)(F)F)cc2)CC2Cn3c(nc4ccccc43)C21 (stereo not drawn) | -2% | 0% | 6% | 7% | -17% | 8% | 0% | -3% | 3%
Cc1ccc(-c2ccc(OCC(=O)N3CCOCC3)cc2)cc1 | 1% | -8% | 14% | 15% | -4% | -14% | -12% | -14% | 16%
CCC(=O)Nc1cccc(NC(=O)c2cccc([N+](=O)[O-])c2C)c1 | 5% | -2% | 1% | -16% | -18% | -28% | -9% | -1% | 2%
COc1ccc2nc(SCC(N)=O)cc(C)c2c1 | -1% | 16% | -11% | 9% | 10% | 21% | 24% | 7% | -7%
COC(=O)C1C2C=CC3(CN(c4cccc(C)c4)C(=O)C13)O2 (stereo not drawn) | -8% | -2% | 6% | 14% | -11% | -12% | 10% | 1% | -7%
O=C(NCCc1ccccc1)c1ccc(-c2cccnc2)c2ccoc12 | 23% | u | -7% | u | -16% | -15% | 0% | -2% | x
O=C(Cc1ccccc1)n1nc(-c2ccco2)nc1SCc1ccccc1 | -5% | 14% | 11% | 11µM* | u | 0% | 4% | 1% | 3%
O=C(N/N=C/c1cn[nH]c1-c1ccc(Cl)cc1)c1ccc([N+](=O)[O-])cc1 | -4% | 1% | -23% | -8% | -4% | -4% | -5% | -2% | 18%
N#CCCN(Cc1ccccc1)S(=O)(=O)c1cccs1 | 5% | 23% | 2% | 15% | 2% | 14% | -2% | 10% | 0%
CCCc1cc(=O)oc2cc(C)cc(OCC(=O)O)c12 | 0% | -3% | 1% | 0% | 0% | 10% | 0% | -12% | 0%
COCCn1c(SCC(=O)NCc2ccc3c(c2)OCO3)nnc1C(C)C | 3% | -7% | 12% | 13% | -2% | 15% | 1% | -5% | -15%
CCOC(=O)C(C)n1cnc2c(oc3ccccc32)c1=O (stereo not drawn) | -2% | -9% | -6% | -1% | 20% | -6% | -9% | -9% | -5%
CCc1ccc(C(=O)Nc2cc(C)ccc2F)s1 | 15% | -3% | -7% | x | 0% | u | 0% | 0% | 0%
CC(C)(C)C1c2[nH]c3ccccc3c2CCN1Cc1cccc(OCCO)c1 (stereo not drawn) | 6% | u | 10% | -22% | -12% | u | -13% | -28% | 1%
Cc1ccccc1OCC(=O)Nc1cc(S(=O)(=O)N2CCCCC2)ccc1N1CCN(C)CC1 | u | u | -4% | 5% | -17% | u | -31% | u | u
CN(C)CCNc1nc(S(=O)(=O)c2ccccc2)c(Cl)s1 | -2% | 8% | 2% | 18% | -4% | -40% | 3% | 23% | -9%
Cc1cccc(C)c1NC(=O)CN(C)c1ccc(C(F)(F)F)cn1 | 0% | -3% | 17% | 0% | -22% | 14% | 1% | -3% | 12µM*
CCC(=O)Nc1ccc(NC(=O)c2ccccc2Cl)nc1 | -5% | 16% | -13% | -4% | 19% | 11% | 5% | 12% | 1%
CC1CN(C(=O)c2c([N+](=O)[O-])cnn2C)CC(C)O1 (stereo not drawn) | 0% | 7% | 0% | -13% | 0% | 6% | -2% | 0% | 1%
CC(=O)c1sc(NC(=O)c2ccc(Cl)cc2)nc1C | 10% | 9% | -1% | 17% | 13% | 13% | 5% | 16% | 10%
O=C(COc1ccc(S(=O)(=O)N2CCCCC2)cc1)NCc1cccnc1 | -15% | -6%[9.24 µM] | -3% | -23% | 1% | 13% | 8% | -10% | 2%
Nc1nc(N)nc(-c2cccc([N+](=O)[O-])c2)n1 | 3% | 1% | 3% | 11% | 0% | 13% | 24% | 19% | x
Cc1cccc(OCC(=O)Nc2ccc3oc(=O)ccc3c2)c1 | 14% | 22% | 2% | u | -16% | 26% | 21% | u | -2%
CSC(C(=O)c1cc2ccccc2o1)c1ccccc1 (stereo not drawn) | 1% | 6% | 5% | 7% | 0% | u | 0% | 5% | -3%
Cc1ccc(OCCCC(=O)Nc2ccc(N3CCOCC3)cc2)c(C)c1 | -13% | u | 1% | u | u | u | -2% | -24% | 22%
COCCn1c(-c2ccc(OC)cc2)c(-c2ccc(OC)cc2)oc1=O | 8% | -1% | 19% | u | -14% | -22% | -8% | 3% | -12%
O=C(NCC1CCCO1)c1ccc(NC(=O)c2ccc(Br)cc2)cc1 (stereo not drawn) | 10% | 7% | 0% | 10% | u | 1% | 20% | 5% | -6%
Cc1cccn2c(CNCC3OCCc4ccccc43)c(C(=O)N3CCCCC3)nc12 (stereo not drawn) | 10% | 0% | -1% | -17% | -11% | -3% | -1% | -2% | -11%
CN1CC(=O)Nc2ccc(F)cc2C1=O | -5% | u | -16% | 7% | 15% | 5% | 0% | 12% | 2%
CCCCN(C)Cc1c(C)[nH]c2ccccc2c1=O | 0% | -3% | -13% | 0%[0.397 µM] | u | -10% | -11% | -10% | u
COc1ccc(C2c3cccn3CCN2S(=O)(=O)c2ccccc2[N+](=O)[O-])cc1OC (stereo not drawn) | x | x | -16% | 13% | -9% | 8% | u | x | x
